697 NFkB inh: inhibitors of the PMA/ionomycin-induced NF-kB reporter in 697 B cells; 697 B-cell NF-kB luciferase reporter, 16 h; inhibition, % at 4 µM; 330,000 compounds, 0.33% hits; AID 435022; in the data active means inhibition above about 35%
UPR XBP1 act: activators of adaptive arm of unfolded protein response (XBP1) | activation, % at 20 µM | CHO-XBP1 luciferase reporter, IRE1-XBP1 UPR activation, luminescence; percent of tunicamycin response, DMSO as zero | 330,000 compounds, 0.33% hits;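 active means versus positive control, 20 µM dose yields 30% or more activation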;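 further: 100% = tunicamycin at 10 µg/mL and 0% = DMSO only wells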
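Material – CHO cell line with stable XBP1 luciferase reporter · Buffer or medium – F12 plus 10% FBS · Compound – single point, 20 µM final compound, 1% DMSO · Schedule – 16-18 h cell attachment at 37 °C, then 6 h compound exposure · Signal – Steady-Glo luminescence read · Benchmarks – high control tunicamycin 10 µg/mL final, low control DMSO vehicle only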
tim23-1 inh: growth inhibitors of tim23-1 mutant yeast | S. cerevisiae tim23-1 growth, BacTiter-Glo luminescence, 24 h | 330,000 compounds, 1.3% hits | inhibition, % at 20 µM;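 active means growth inhibition of the mutant yeast at or above 50%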;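 further: temperature-sensitive mutant grown at 25 °C; plate controls were DMSO-treated mutant yeast for no effect and medium wells lacking yeast for full effect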
APJ antagonist: blocks the human apelin receptor APJ; P35414; CHO-K1 APJ beta-arrestin complementation, luminescence; inhibition, % at 20 µM; 330,000 compounds, 0.32% hits;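 active means inhibition above about 40% at 20 µM, limit read from the data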;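 further: cells challenged with 10 nM apelin-13 agonist together with compound; plate controls were apelin-13 plus DMSO wells for no effect and DMSO wells lacking apelin-13 for full effect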
Mdm2-MdmX inh: inhibitors of human Mdm2/MdmX interaction | AID 485346 | 330,000 compounds, 3% hits | O15151+Q00987 | SaOS-2 split-luciferase Mdm2/MdmX complementation, luminescence | inhibition, % at 8 µM;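 active means inhibition of at least 50% at 8 µM in the primary screen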
Target sequence (O15151 whole entry, looked up): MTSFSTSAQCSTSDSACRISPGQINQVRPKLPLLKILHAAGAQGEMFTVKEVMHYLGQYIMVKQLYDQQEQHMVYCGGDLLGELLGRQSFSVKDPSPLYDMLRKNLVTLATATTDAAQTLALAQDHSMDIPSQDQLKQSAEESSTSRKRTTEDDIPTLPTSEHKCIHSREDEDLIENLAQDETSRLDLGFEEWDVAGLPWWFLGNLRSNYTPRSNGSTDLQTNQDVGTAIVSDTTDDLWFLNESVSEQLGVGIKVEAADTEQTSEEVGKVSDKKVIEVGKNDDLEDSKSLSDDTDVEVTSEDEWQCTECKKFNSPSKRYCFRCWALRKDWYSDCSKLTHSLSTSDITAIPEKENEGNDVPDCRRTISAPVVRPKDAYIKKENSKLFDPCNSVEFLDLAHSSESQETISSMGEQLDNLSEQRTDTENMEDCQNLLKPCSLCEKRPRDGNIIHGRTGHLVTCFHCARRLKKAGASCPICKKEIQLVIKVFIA
Target sequence (Q00987 whole entry, looked up): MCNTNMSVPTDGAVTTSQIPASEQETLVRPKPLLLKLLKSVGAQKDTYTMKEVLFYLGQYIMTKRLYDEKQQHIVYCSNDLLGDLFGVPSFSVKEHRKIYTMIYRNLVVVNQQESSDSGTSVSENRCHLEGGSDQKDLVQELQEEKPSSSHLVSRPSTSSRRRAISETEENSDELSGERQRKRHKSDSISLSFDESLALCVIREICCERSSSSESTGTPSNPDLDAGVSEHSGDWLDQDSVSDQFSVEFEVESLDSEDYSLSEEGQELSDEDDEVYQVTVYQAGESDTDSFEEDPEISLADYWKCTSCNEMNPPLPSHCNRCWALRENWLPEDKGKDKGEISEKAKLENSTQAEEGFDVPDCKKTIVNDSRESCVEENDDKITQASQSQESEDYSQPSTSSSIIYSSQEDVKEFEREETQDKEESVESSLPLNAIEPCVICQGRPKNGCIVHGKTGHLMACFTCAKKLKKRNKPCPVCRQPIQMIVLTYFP
APJ ag: APJ receptor agonism. P35414. CHO-K1 APJ PathHunter beta-arrestin, luminescence; 0% DMSO wells, 100% apelin. activation, % at 20 µM. 330,000 compounds, 0.11% hits;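 active means activation more than six SD over the plate average, tested at 20 µM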;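 further: 0% = DMSO alone and 100% = apelin-13 at 10 nM; some results filed as inactive read as strong as hits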
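Test system – PathHunter CHO-K1 APJ (AGTRL-1) beta-arrestin reporter cells · Input – 1000 cells/well · Compound – single test compound dose, 20 µM final, 1% DMSO · Times – compound stimulation 90 min at 25 °C, detection 60 min · Technique – beta-gal luminescence · Read-out basis – APJ–arrestin association signal · Control set – negative DMSO alone, positive Apelin-13 at 10 nM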
Jurkat NFkB inh: lowers PMA/ionomycin-induced NF-kB signal in Jurkat cells | PMA/ionomycin-induced NF-kB luciferase reporter, luminescence | 330,000 compounds, 0.53% hits | inhibition, % at 4 µM | AID 435003; in the data active means inhibition above about 50%
UPR CHOP act: activators of apoptotic arm of unfolded protein response (CHOP). CHO-CHOP luciferase reporter, UPR activation, luminescence; percent of tunicamycin response over DMSO baseline. activation, % at 10 µM. 330,000 compounds, 0.34% hits. AID 449763;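 active means at 10 µM dose, activation of 40% or more, normalized to positive control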;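 further: 100% = tunicamycin at 10 µg/mL and 0% = DMSO alone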
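Assay system: CHO-CHOP cells, stable luciferase reporter of PERK-eIF2a-CHOP signalling / Buffer or medium: F12 plus 10% serum / Compound dosing: one dose, 10 µM in 0.5% DMSO / Times: 6 h compound treatment, 37 °C / Technique: luciferase luminescence / Read-out: % reporter activation, DMSO baseline versus tunicamycin full activation / Benchmarks: tunicamycin and DMSO controls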
Starred values were filed as active, the others as inactive; x = no result given. Rows are unselected. Share with any hit: about 5%.

SMILES	697 NFkB inh	UPR XBP1 act	tim23-1 inh	APJ antagonist	Mdm2-MdmX inh	APJ ag	Jurkat NFkB inh	UPR CHOP act
O=C(c1ccccc1)N1N=C(c2ccc(F)cc2)CC1(O)C(F)(F)F (centres undefined)	24	-1	48	14	13	-3	13	-1.9
COc1ccc(Cc2nnc(SC(C)C(=O)Nc3ccc(F)cc3Cl)o2)cc1 (centres undefined)	12	1	14	10	4	2	16	1.6
CCOc1ccccc1OCCCC(=O)N(C)CC(=O)Nc1cc(C)ccc1C	0	1	17	2	23	-5	14	0.3
COc1ccc(C(=O)CSc2nnc(CCc3ccccc3)n2-c2ccccc2)cc1	-5	-2	37	-3	-51	-6	3	1.2
Fc1ccc(-c2cn3cc(C(F)(F)F)cc(Cl)c3n2)cc1	-172	3	13	-5	-239	0	-189	1.5
CCn1cc(C(=O)O)c(=O)c2cc(S(=O)(=O)N3CCCCCC3)ccc21	-22	-2	-9	3	-19	2	5	2.5
CCN(CC(=O)Nc1ccccc1OC)C(=O)CSCc1c(C)noc1C	-8	-4	-5	15	6	0	-4	1.2
CC(=O)c1ccc(NC(=O)/C(=C\c2ccco2)NC(=O)c2ccco2)cc1	-21	-3	8	2	-5	3	-12	-0.7
Cc1ccc(-c2csc(NC3OC(=O)c4ccccc43)n2)cc1 (centres undefined)	-30	-4	6	1	64*	-1	12	3.2
Cc1cc(/C=C2/C(=N)N3C(=NC2=O)SN=C3S(C)(=O)=O)c(C)n1-c1ccccc1	-70	-3	35	18	-22	-1	2	4.2
COc1ccc(NCc2nnc(SCC(=O)Nc3ccccc3)n2C)cc1	3	-1	0	-8	-15	-1	-15	0.8
CCn1cc(CN2CCN(Cc3ccc(C)o3)C(CCO)C2)c2ccccc21 (centres undefined)	20	-2	12	6	-12	-3	11	0.5
Cc1ccccc1-n1nc(C)c2c(C(=O)NN)cc(-c3ccncc3)nc21	6	-3	19	0	-12	2	4	1.9
COC(=O)c1cc(=O)n(Cc2cccs2)c(=Nc2ccccc2)s1	1	4	18	2	43	-5	-18	1.9
COc1ccc(S(=O)(=O)N2CCN(C(=O)C3CCC3)CC2)cc1	-7	1	19	6	-8	3	3	-1.9
CCOC(=O)c1sc2nc3c(SCC(=O)O)cc(C(=O)c4ccccc4O)cn3c(=O)c2c1C	-11	-3	-7	16	-1	-3	-6	0.1
CCOC(=O)C1=C(CP(=O)(c2ccccc2)c2ccccc2)NC(=O)NC1c1ccc(OC)cc1 (centres undefined)	-11	-1	16	-14	-11	0	9	5.3
CC(C)C(=O)NC(=S)Nc1ccc(S(=O)(=O)N2CCN(C)CC2)cc1	-23	-4	26	-33	-27	-7	-19	-1.6
CCN(CC)S(=O)(=O)c1ccc(OC)c(NC(=O)C2CC(=O)N(c3ccc4c(c3)OCCO4)C2)c1 (centres undefined)	-14	0	-9	11	9	-3	5	0.3
COc1ccc(C(=O)NC(=S)NNC(=O)c2ccc(NC(C)=O)cc2)cc1Br	9	-2	25	26	18	-3	6	-0.6
CCCCc1c(C)nc(N2CCCC2)[nH]c1=O	12	-1	2	2	25	1	18	0.6
O=C1C(Cc2ccccc2)NC(=S)N1c1ccccc1 (centres undefined)	3	-2	17	22	11	-4	3	0.7
CCOC(=O)Nc1nc2ccccc2s1	-100	3	27	3	-146	4	-76	4.9
C[C@H]1CN([C@@H](C)CO)C(=O)Cc2cc(NC(=O)C3CC3)ccc2O[C@H]1CN(C)Cc1ccc(C(=O)O)cc1	0	-2	2	-5	-2	1	10	3.5
CCOc1nc(Nc2ccc(F)cc2)nc(N2CCN(c3ccc(OC)cc3)CC2)n1	-23	-2	16	5	8	-3	2	0.5

Quoted from the results shown, 14 compounds:
SMILES	697 NFkB inh	UPR XBP1 act	tim23-1 inh	APJ antagonist	Mdm2-MdmX inh	APJ ag	Jurkat NFkB inh	UPR CHOP act
CCn1cc(CN2CCN(Cc3ccc(C)o3)C(CCO)C2)c2ccccc21 (centres undefined)	20	-2	12	6	-12	-3	11	0.5
Cc1ccccc1-n1nc(C)c2c(C(=O)NN)cc(-c3ccncc3)nc21	6	-3	19	0	-12	2	4	1.9
COC(=O)c1cc(=O)n(Cc2cccs2)c(=Nc2ccccc2)s1	1	4	18	2	43	-5	-18	1.9
COc1ccc(S(=O)(=O)N2CCN(C(=O)C3CCC3)CC2)cc1	-7	1	19	6	-8	3	3	-1.9
CCOC(=O)c1sc2nc3c(SCC(=O)O)cc(C(=O)c4ccccc4O)cn3c(=O)c2c1C	-11	-3	-7	16	-1	-3	-6	0.1
CCOC(=O)C1=C(CP(=O)(c2ccccc2)c2ccccc2)NC(=O)NC1c1ccc(OC)cc1 (centres undefined)	-11	-1	16	-14	-11	0	9	5.3
CC(C)C(=O)NC(=S)Nc1ccc(S(=O)(=O)N2CCN(C)CC2)cc1	-23	-4	26	-33	-27	-7	-19	-1.6
CCN(CC)S(=O)(=O)c1ccc(OC)c(NC(=O)C2CC(=O)N(c3ccc4c(c3)OCCO4)C2)c1 (centres undefined)	-14	0	-9	11	9	-3	5	0.3
COc1ccc(C(=O)NC(=S)NNC(=O)c2ccc(NC(C)=O)cc2)cc1Br	9	-2	25	26	18	-3	6	-0.6
CCCCc1c(C)nc(N2CCCC2)[nH]c1=O	12	-1	2	2	25	1	18	0.6
O=C1C(Cc2ccccc2)NC(=S)N1c1ccccc1 (centres undefined)	3	-2	17	22	11	-4	3	0.7
CCOC(=O)Nc1nc2ccccc2s1	-100	3	27	3	-146	4	-76	4.9
C[C@H]1CN([C@@H](C)CO)C(=O)Cc2cc(NC(=O)C3CC3)ccc2O[C@H]1CN(C)Cc1ccc(C(=O)O)cc1	0	-2	2	-5	-2	1	10	3.5
CCOc1nc(Nc2ccc(F)cc2)nc(N2CCN(c3ccc(OC)cc3)CC2)n1	-23	-2	16	5	8	-3	2	0.5

Next part
SMILES	697 NFkB inh	UPR XBP1 act	tim23-1 inh	APJ antagonist	Mdm2-MdmX inh	APJ ag	Jurkat NFkB inh	UPR CHOP act
COc1ccc([N+](=O)[O-])cc1N(CC(=O)NC1CCCC1)S(C)(=O)=O	11	-2	5	2	-11	-5	-10	-0.1
Cn1c(N)c(C(=O)COC(=O)CSc2ccccc2)c(=O)n(C)c1=O	-12	1	-2	0	-12	0	-2	0.0
Cc1cc2c(c(Sc3ccccc3)n1)C(=O)OC2	18	1	-14	2	-6	-2	-4	-0.7
FC(F)(F)c1cc(-c2ccccn2)nc2cc(-c3ccccc3)nn12	-43	0	14	7	20	-1	-21	0.9
CC(C)CC(=O)Nc1ccc(Cc2ccncc2)cc1	-21	-4	0	-6	8	1	-6	-0.3
Cc1ccc(S(=O)(=O)N2CCCC2C(=O)NCc2ccccc2F)cc1 (centres undefined)	-22	-5	18	-2	-11	-3	-13	-1.7
C[C@@H]1CC[C@@]2(O[C@H](CCO)C[C@@H](O)[C@@H]2O)O1	18	1	6	6	22	6	7	-1.6
COc1ccc(OCc2nnc(SCC(=O)N3CCOCC3)o2)cc1	10	3	1	-2	18	-2	-18	-0.9
CCOC(=O)Cn1c(=O)c2c(nc3n2CCN3Cc2ccccc2)n(C)c1=O	-3	-6	22	1	12	-1	8	-1.1
Cn1c(=O)c(C(=O)CSc2ccccc2)c(N)n(Cc2ccccc2)c1=O	-5	8	-16	18	27	-2	-5	2.8
N#CC1=C(Nc2ccccc2)SC=C(c2ccc(F)cc2)N=C1N1CCOCC1	0	0	-3	2	-10	-1	-24	0.4
Cc1c(NC(=O)CSc2nc3ccccc3[nH]2)c(=O)n(-c2ccccc2)n1C	13	-1	4	21	-5	-4	6	2.3
Cc1cccc(N2CCN(c3ccc4cc(S(=O)(=O)N5CCCCC5)ccc4n3)CC2C)c1 (centres undefined)	-22	-7	-1	8	26	-1	49	6.6
COc1cc2[nH]c(=S)nc(NCc3cccnc3)c2cc1OC	1	-1	8	3	-29	-5	-10	-1.0
O=C(CCS(=O)(=O)c1cccc2nsnc12)NC1CCCCC1	4	-1	22	6	27	4	-9	2.4
CCCCN1C(=N)N([C@@H](CCC)CN2CCC[C@H]2CN2C(N)=NC[C@@H]2Cc2ccccc2)C[C@H]1Cc1ccccc1	4	-1	-20	12	-40	-2	11	0.5
CC(/C=C/c1ccco1)=N\NC(=O)CNc1cccc(C)c1	9	0	11	7	4	-1	-2	-0.6
COc1cccc(N(C(=O)c2sc(C)nc2C)C(C(=O)NCC2CCCO2)c2ccccc2)c1 (centres undefined)	15	-2	5	21	29	-1	0	0.1
CCc1nnc(NC(=O)CSc2nnc(Cc3ccccc3)o2)s1	18	2	18	16	13	-1	3	1.1
C=CCN(c1cccc(C(F)(F)F)c1)S(=O)(=O)c1cccc(C(=O)OCC(=O)NC)c1	-53	-2	1	0	10	-1	-10	-2.1
O=C(N[C@H]1CCC(=O)N(CCSc2ccc(Br)cc2)CC1)OCc1ccccc1	-2	-4	38	17	-10	-1	11	2.2
O=C(Nc1ccc(Cl)c(S(=O)(=O)N2CCOCC2)c1)c1ccccn1	-11	3	25	-6	12	-2	1	-1.1
O=C(COc1ccccc1)N[C@@H]1c2ccccc2CC[C@@H]1O	4	-2	21	x	-11	x	x	2.0
COc1ccc(NC(=O)c2ccco2)cc1NC(=O)c1cccnc1	20	-2	8	18	10	-3	-3	0.1
Cn1c(=O)n(C)c2cc(NC(=O)c3cc4ccccc4o3)ccc21	8	8	22	-18	51*	1	-37	10

Entries of single compounds, looked up by structure. Screens in order: 697 NFkB inh, UPR XBP1 act, tim23-1 inh, APJ antagonist, Mdm2-MdmX inh, APJ ag, Jurkat NFkB inh, UPR CHOP act
CC(C)CC(=O)Nc1ccc(Cc2ccncc2)cc1 across the screens: -21, -4, 0, -6, 8, 1, -6, -0.3
CCOc1nc(Nc2ccc(F)cc2)nc(N2CCN(c3ccc(OC)cc3)CC2)n1 across the screens: -23, -2, 16, 5, 8, -3, 2, 0.5

The listing continues.
SMILES	697 NFkB inh	UPR XBP1 act	tim23-1 inh	APJ antagonist	Mdm2-MdmX inh	APJ ag	Jurkat NFkB inh	UPR CHOP act
COCCN(C(=O)COC(=O)/C=C/c1ccc(C)o1)c1c(N)n(Cc2ccccc2)c(=O)[nH]c1=O	-3	-5	5	-28	-17	1	-10	-2.6
CC(=O)Nc1ccc(NC(=O)CSc2nnc(-c3ccc(NS(C)(=O)=O)cc3)n2C)cc1C	23	-1	8	-3	1	-3	11	-0.4
NC(=O)COc1ncn(-c2ccccc2)n1	22	-4	6	3	6	1	9	0.0
Cc1ccc(-c2nc(CCN3C(=O)c4ccccc4C3=O)cs2)cc1	2	1	20	8	16	-2	1	-0.9
N#Cc1c2n(c(=S)n(-c3ccc(F)cc3)c1=O)CCCCC2	-12	0	0	-9	2	-4	-12	-1.4
Cc1cc2occ(CC(=O)N(C)CC(=O)Nc3cccc(F)c3)c2cc1C	-22	-6	0	-27	4	0	0	-1.8
Fc1ccc(-c2ccc(Nc3cccc(F)c3)nn2)cc1	-61	6	4	1	-34	-1	-77	4.0
O=C1c2ccccc2S(=O)(=O)N1Cc1cccc(S(=O)(=O)N2CCOCC2)c1	14	-1	17	-6	-4	-2	5	-3.8
CSc1nc(C)cc(SCCO)n1	1	0	13	15	5	3	-3	-1.7
CC(C)N(Cc1nc(-c2ccc(Cl)cc2)no1)C(=O)c1cccs1	8	-1	25	-8	-2	-4	13	-1.6
Cc1cccc(C(=O)N[C@H](C(=O)OCC(=O)NC(=O)c2cccn2C)C(C)C)c1	19	-1	25	9	-14	-2	0	-0.4
Cc1cc(N/N=C\c2ccc(Br)cc2)nc(-n2nc(C)cc2C)n1	5	17	36	6	36	-5	27	50*

Compound activity as filed in PubChem.
